# KCNQ1 inh – blocks the human KCNQ1 potassium channel; B-score at 10 µM; CHO-K1 KCNQ1, FluxOR thallium flux fluorescence; stronger effect = higher value; hit rate 1.3% among 310,000;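 active means compounds whose thallium flux B-score, printed positive for inhibition, exceeds three library SD while starting fluorescence stays within three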;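 further: channel opened by potassium depolarization with thallium stimulus after 20 min compound exposure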
# Target sequence (P51787 whole entry, looked up): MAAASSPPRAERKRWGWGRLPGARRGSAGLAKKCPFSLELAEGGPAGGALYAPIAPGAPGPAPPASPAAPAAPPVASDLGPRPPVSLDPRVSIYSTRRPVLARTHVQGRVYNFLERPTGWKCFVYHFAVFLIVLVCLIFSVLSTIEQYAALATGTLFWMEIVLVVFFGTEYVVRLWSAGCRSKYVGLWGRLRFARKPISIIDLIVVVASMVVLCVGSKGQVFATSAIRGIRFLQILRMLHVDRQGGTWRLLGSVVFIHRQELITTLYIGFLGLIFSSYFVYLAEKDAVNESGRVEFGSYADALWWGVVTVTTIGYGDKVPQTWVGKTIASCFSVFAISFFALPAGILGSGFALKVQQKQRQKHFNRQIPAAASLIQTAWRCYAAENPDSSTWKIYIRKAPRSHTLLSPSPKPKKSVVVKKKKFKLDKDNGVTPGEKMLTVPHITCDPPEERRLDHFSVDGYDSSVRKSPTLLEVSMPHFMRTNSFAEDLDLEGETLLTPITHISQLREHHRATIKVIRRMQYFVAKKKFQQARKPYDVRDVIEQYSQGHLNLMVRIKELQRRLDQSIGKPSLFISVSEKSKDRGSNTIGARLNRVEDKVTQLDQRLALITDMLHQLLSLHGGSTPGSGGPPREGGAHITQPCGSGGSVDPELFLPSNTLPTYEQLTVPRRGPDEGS
# GSK3 alpha inh – human GSK-3 alpha kinase inhibition; P49840; ADP-Glo luminescence, 60 min; inhibition, % at 10 µM; hit rate 0.1% among 320,000;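 in the data active means inhibition above about 50%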;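 further: GST-tagged GSK-3 alpha with peptide substrate and 25 µM ATP; 0% = DMSO neutral wells and 100% = GW8510 positive control wells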
# hERG rescue – shields human hERG channel from block by proarrhythmic agents | Q12809 | CHO-hERG, FluxOR thallium flux, dofetilide IC70 present | activation (rescue from dofetilide block), less the hit threshold, % at 10 µM | hit rate 0.51% among 310,000;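 active means activation above the mean of controls blocked by dofetilide plus 5 SD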;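 further: thallium influx through hERG after potassium depolarization seen as dye fluorescence rise; in these data hits start at about 4.7%; inactives centre near -7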
# KCNK9 inh – human KCNK9 channel inhibition. Q9NPC2. B-score at 10 µM. HEK293 KCNK9, FluxOR thallium flux fluorescence; stronger effect = lower value. hit rate 1.2% among 310,000;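 active means ratio B-score over 3 SD below the library mean, with starting fluorescence within 5 SD of its mean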;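 further: negative B-score means less thallium flux so channel inhibition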
# DYRK1A inh – inhibitors of rat Dyrk1A kinase | inhibition, % at 12.5 µM | hit rate 0.43% among 310,000 | ADP-Glo luminescence, NFATc1 peptide | AID 504441; in the data active means inhibition above about 50%;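 further: plate controls were vehicle with enzyme for no effect and no enzyme for full effect; many of its hits are not listed in these tables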
# PolyA inhibitor – yeast polyadenylation inhibition. S. cerevisiae SKY197-pL101 polyadenylation reporter, beta-gal luminescence; efflux-impaired pdr1/pdr3 knockout yeast; score 100 = 6 SD above DMSO. calls only at 12 µM. hit rate 0.02% among 300,000. AID 1875;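 active means lowest replicate activity score at least 50, where 100 means six control SD above control mean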;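 further: yeast exposed to compound for 9 h at 30 °C; higher score means more reporter readthrough which indicates perturbed polyadenylation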
# RGS4 act – potentiators or activators of RGS4 | HEK293 M3R/inducible RGS4, carbachol calcium flux Fluo4; stronger effect = lower value | B-score at 10 µM | hit rate 0.92% among 310,000;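 active means B-score of the integrated calcium signal more than 4 SD below the library mean, with starting fluorescence not abnormally high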;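 further: negative B-score means reduced calcium response which marks RGS4 activation or potentiation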
#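 Assay system: Inducible-RGS4 HEK293 cells carrying M3 receptor | Schedule: Compound preincubation 20 min at room temperature before agonist | Signal: Kinetic calcium fluorescence imaging with Fluo4-AM dye, 2 µM | Read-out basis: B score from integrated fluorescence ratio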
# RGS4 block – inhibitors of human RGS4 | P49798 | HEK293 M3R/RGS4 inducible, Fluo-4 calcium flux; stronger effect = higher value; triggered by carbachol at its EC20 | B-score at 10 µM | hit rate 0.45% among 310,000;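 active means B-score, a plate-corrected calcium signal, over three deviations above library mean, with baseline fluorescence within five deviations of library mean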;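 further: RGS4 expression induced by doxycycline in cells with stable M3 receptor; B-score is computed from the integrated fluorescence ratio over baseline after carbachol; higher B-score means a larger calcium signal and so more RGS4 inhibition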
# KCNQ1 pot – potentiators or activators of human KCNQ1 potassium channel; P51787; CHO-K1 KCNQ1, thallium flux FluxOR fluorescence; stronger effect = higher value; B-score at 10 µM; hit rate 0.35% among 310,000; AID 2648;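 active means fluorescence ratio B-score, a plate-corrected score, at least three library SD, with initial intensity B-score within 5 SD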
#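 Material: CHO-K1 cells stably expressing KCNQ1. Medium: assay buffer for compound exposure, DMSO matched across wells. Reagent: K+/Tl+ depolarizing stimulus. Compound dosing: single-concentration screen. Times: 37 °C overnight plating, 90-min dark dye load, 20-min compound pretreatment. Technique: FluxOR Tl+ flux fluorescence.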
# KCNK3 inh – human KCNK3 channel inhibition, primary screen | B-score at 10 µM | AID 602410 | hit rate 0.84% among 340,000 | CHO-KCNK3 thallium flux, FluxOR fluorescence; stronger effect = lower value | O14649;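 active means B-score under library mean minus 4 SD, starting fluorescence ratio at most library mean plus 5 SD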;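 further: more negative B-score means stronger inhibition of thallium flux through KCNK3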
# Target sequence (O14649 whole entry, looked up): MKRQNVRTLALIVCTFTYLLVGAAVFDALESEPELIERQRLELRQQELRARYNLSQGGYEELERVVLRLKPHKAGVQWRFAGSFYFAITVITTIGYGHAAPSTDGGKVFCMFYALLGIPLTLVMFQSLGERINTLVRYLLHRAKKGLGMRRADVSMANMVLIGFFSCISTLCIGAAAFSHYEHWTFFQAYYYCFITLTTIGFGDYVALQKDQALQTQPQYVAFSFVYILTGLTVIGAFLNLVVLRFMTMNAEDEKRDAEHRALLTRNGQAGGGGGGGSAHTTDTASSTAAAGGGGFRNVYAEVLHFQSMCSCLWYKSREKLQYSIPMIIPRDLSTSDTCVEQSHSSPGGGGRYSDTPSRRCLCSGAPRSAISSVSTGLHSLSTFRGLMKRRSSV
# GSK3B inh – human GSK3beta kinase inhibition. P49841. GST-GSK3beta kinase, ADP-Glo luminescence, 60 min; stronger effect = lower value. activity score (negative = inhibition), % at 10 µM. hit rate 0.038% among 300,000;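 active means more than half of replicate wells score below -50%, meaning over 50% inhibition versus plate controls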;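 further: 0% = median DMSO wells and -100% = median GW8510 positive control wells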
#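 Test system: GST-tagged human GSK3beta kinase, cell-free; evaluation: activity score scaled between in-plate DMSO and GW8510 controls; measured by: ADP-Glo luminescence; incubation: 60 min reaction, RT; benchmarks: DMSO and 20 µM GW8510; reagent: peptide substrate plus 25 µM ATP (final); medium: Tris/MgCl2 kinase buffer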
# * = called active by the depositor; i = inactive; x = no result given. A portion of the library. The share of hits here may be higher or lower than overall.
structure	KCNQ1 inh	GSK3 alpha inh	hERG rescue	KCNK9 inh	DYRK1A inh	PolyA inhibitor	RGS4 act	RGS4 block	KCNQ1 pot	KCNK3 inh	GSK3B inh
O=C(Nc1cccc([N+](=O)[O-])c1)c1ccc(CSc2ccccc2)cc1	i	-1	-18	i	-3	i	i	i	i	i	4
COc1ccc(NC(=O)CSc2ccc(-c3cccs3)nn2)c(OC)c1	i	-1	-9	i	-4	i	i	i	i	i	1
C/C(=N/NC(=O)c1ccncc1)C1=C(O)CC(C)(C)CC1=O	i	-1	-15	i	3	i	i	i	i	i	-4
O=C1OCC(CO)(CO)N=C1NNc1ccc(Cl)c(Cl)c1	i	3	-9	i	-5	i	i	i	i	i	-1
Cc1cccc(NC(=O)Cn2cc(C(=O)c3ccco3)c3ccccc32)c1	i	-1	-8	i	4	i	i	i	i	i	2
CCCCn1nnc(NC(=O)c2sc3cc(Cl)ccc3c2Cl)n1	i	-1	-7	i	11	i	i	i	i	i	-2
C/C(=N\Nc1ncc(Cl)cc1Cl)c1ccc(C#N)cc1	i	1	-14	i	x	i	i	i	i	i	0
Cc1ccc(OCC(=O)N/N=C\c2ccc(O)cc2)c([N+](=O)[O-])c1	i	18	-6	i	5	i	i	i	i	i	-12
O=C(Cc1ccc(F)cc1)Nc1ccc(S(=O)(=O)N2CCCC2)cc1	i	1	-18	i	-2	i	i	i	i	i	-2
Cc1cc(N2CCN(C)CC2)n2cc(-c3ccc(F)cc3)nc2n1	i	1	-11	i	-4	i	i	i	i	i	2
COc1cc(/C=C/C(=O)N2CCCN(C(=O)/C=C/c3cc(OC)c(OC)c(OC)c3)CC2)cc(OC)c1OC	i	x	-1	i	2	i	i	i	i	i	3
CCOC(=O)c1ccc(NC(=O)NCc2ccncc2)cc1	i	4	-8	i	0	i	i	i	i	i	0
COc1cc(/C=N/NC(=O)c2cccnc2)ccc1OC(=O)c1cc(OC)c(OC)c(OC)c1	i	-1	-8	i	-1	i	i	i	i	i	0
CSc1ccc(C(=O)NCC(c2ccco2)N(C)C)cc1[N+](=O)[O-] (stereo not given)	i	-3	-9	i	6	i	i	i	i	i	2
C=CCNC(=O)c1oc2ccc(S(=O)(=O)N3CCC4(CC3)OCCO4)cc2c1C	i	-2	-3	i	-4	i	i	i	i	i	-22
COc1ccc(OC)c(S(=O)(=O)N(C)CC(=O)Nc2cc(Cl)ccc2OC)c1	i	0	-8	i	-6	i	i	i	i	i	3
O=C(c1ccccc1-c1ccccc1)N1CCCC1	i	0	-5	i	3	i	i	i	i	i	-1
O=C(/C=C/Nc1ccc(Oc2ccccc2Cl)cc1)c1ccco1	i	-1	-9	i	-6	i	i	i	i	-14*	-1
C=CCN(Cc1nc(-c2ccccc2)no1)C(=O)c1ccc2c(c1)OCO2	i	0	-10	i	15	x	i	i	i	i	1
CC1CC(C)CN(C(=S)Nc2ccc(OC(F)F)cc2)C1 (stereo not given)	i	-1	-7	i	3	i	i	i	i	i	2
CC1CN(S(=O)(=O)c2cccc(C(=O)N=c3sccn3C)c2)CC(C)O1 (stereo not given)	i	0	-9	i	1	i	i	i	i	i	3
CC1CCN(S(=O)(=O)c2csc(C(=O)Nc3ccccc3)c2)CC1	i	1	-4	i	3	i	i	i	i	i	1
Cn1c(N2CCC(C(N)=O)CC2)nc2c1c(=O)n(Cc1cccc(Br)c1)c(=O)n2C	i	-1	-8	i	9	i	i	i	i	i	1
Cc1ccc2c(c1)cc(CN(Cc1ccc3c(c1)OCO3)C(=O)c1ccccc1)c1nnnn12	i	0	-11	i	-6	i	i	i	i	i	0
CC(C)Cc1nc2oc3c(Cl)ncnc3c2c2c1CCCC2	i	-2	-9	i	4	i	i	i	i	i	-1
Cc1nc2ncnn2c(N2CCN(S(=O)(=O)c3ccc(Br)cc3)CC2)c1C	i	0	-8	i	3	i	i	i	i	i	5
CC(C)(C)c1cc(C(=O)NC2CC2)n(Cc2ccc(F)cc2)n1	i	-1	-5	i	-6	i	i	i	i	i	1
CCn1ncc(Cl)c1C(=O)Nc1cc(Cl)ccc1Cl	i	-1	-11	i	-8	i	i	i	i	i	-1
Cc1ccc(NC(=O)CSc2ccc(-c3ccc4c(c3)OCO4)nn2)cc1F	i	0	-12	i	8	i	i	i	i	i	-1
Cc1cc(NC(=O)CSc2nc(-c3ccc(Br)cc3)nc3c2c(=O)n(C)c(=O)n3C)no1	i	2	-11	i	-2	i	i	i	i	i	3
COC(=O)C(C)N(c1ccc(OC)cc1)S(C)(=O)=O (stereo not given)	i	-1	-7	i	3	i	i	i	i	i	-8
CCn1cc(C(=O)NCCCN2CCC(C)CC2)c(=O)c2cc(S(=O)(=O)N3CCOCC3)ccc21	i	-2	-5	i	-4	i	i	i	i	i	0
COC(=O)c1ccc(N2CCN(c3ccccc3)CC2)c(NC(=O)C2CC2)c1	i	-4	-13	i	3	x	i	i	i	i	2
COc1cccc(SCC(=O)N2CCN(c3ccccc3)CC2)c1	i	-5	-7	i	-4	i	i	i	i	i	-2
Cc1ccc(NC(=O)c2cnc(SCC(=O)c3ccccc3)n(C)c2=O)cc1	i	-1	-8	i	1	i	i	i	i	i	-1
CCOC(=O)CCCc1c[nH]c2ccccc12	i	2	-10	i	3	i	i	i	i	i	-3
Nn1c(COc2ccccc2)nnc1SCC(=O)O	i	0	-9	i	-2	i	i	i	i	i	-3
C=CCn1c(Cc2ccc(OC)cc2)nnc1SCC(=O)c1cccc([N+](=O)[O-])c1	i	-2	-5	i	-4	i	i	i	i	i	3
CSc1ccc(-c2nnn(Cc3ccccn3)n2)cc1	i	-2	-6	i	-1	i	i	i	i	i	-3
CCn1c(-c2ccccc2)c(C(=O)O)c2ccccc21	i	-2	-11	i	2	i	i	i	i	i	2
CCCn1c2ccccc2c2nnc(SCC(=O)OCC)nc21	i	1	-12	i	-4	i	i	i	i	i	-3
COc1ccc(C(=O)N2CCN(S(=O)(=O)c3ccc(F)cc3)CC2)cc1OC	i	-2	-6	i	6	i	i	i	i	i	-1
CCCCNC(=O)c1ccc(CS(=O)(=O)c2ccc(C)cc2)o1	i	1	-5	i	-2	i	i	i	i	i	2
Cn1cccc1CC(=O)N/N=C/c1cccc2ccccc12	i	1	2	i	1	i	i	i	i	i	-3
CCOC(=O)c1[nH]c2ccccc2c1NC(=S)Nc1ccccc1	i	-5	-16	i	4	i	i	i	i	i	-4
Cc1ccc(S(=O)(=O)N(C)/N=C/C=C/c2ccccc2)cc1	i	-3	-9	i	-3	i	i	i	i	i	4
COc1ccc(CN2CCN(CC=C(C)C)C(CCO)C2)cc1Cn1cncn1 (stereo not given)	i	-2	-10	i	-5	i	i	i	i	i	0
CCN(CC)CCN(C(=O)c1ccc(C(=O)c2ccccc2)cc1)c1nc2cc3c(cc2s1)OCO3	i	3	-17	i	-2	i	i	i	i	i	-3
CCOC(=O)C1CCN(C(=O)c2cc3cc(C)ccc3[nH]2)CC1	i	-6	-2	i	x	i	i	i	i	i	1
O=C(Cn1nc(Cc2cccnc2)c2ccccc2c1=O)N1CCN(C(=O)c2ccco2)CC1	i	-4	-4	i	0	i	i	i	i	i	1

# The listing continues.
structure	KCNQ1 inh	GSK3 alpha inh	hERG rescue	KCNK9 inh	DYRK1A inh	PolyA inhibitor	RGS4 act	RGS4 block	KCNQ1 pot	KCNK3 inh	GSK3B inh
Cc1cccc(C)c1-n1c(C)cc(/C=N\NC(=O)CC(=O)NC2CCCCC2)c1C	i	-2	-12	i	10	i	i	i	i	i	-2
Cc1ccccc1-n1c(SCC(=O)N2CCN(c3ccccc3)CC2)nnc1-c1ccncc1	i	-2	-6	i	0	i	i	i	i	i	1
O=C(CSCC(=O)N1CCOCC1)Nc1nc(-c2ccc3c(c2)OCO3)cs1	i	1	-14	i	29	i	i	i	i	i	-1
COc1ccccc1-c1cc(C(=O)Nc2cc(C)on2)no1	i	x	-8	i	2	i	i	i	i	i	2
CCOc1ccc(/C=N/NC(=O)c2nnn(-c3nonc3N)c2CN(C)C2CCCCC2)cc1	i	-11	-2	i	-4	i	i	i	i	i	2
CCOC(=O)c1[nH]c2ccccc2c1N=CN(C)C	i	0	-1	i	7	i	i	i	i	i	-2
CCCNc1cc(C)oc(=O)c1C(=O)CC	i	1	-5	i	2	i	i	i	i	i	-1
COc1ccc(C(C#N)N2CCOCC2)cc1 (stereo not given)	i	-2	-2	i	6	i	i	i	i	i	-1
COC(=O)c1nn2c(C(F)(F)F)cc(-c3ccc(Br)o3)nc2c1Br	i	0	-11	i	-4	i	i	i	i	i	4
O=C(c1c(F)cccc1Cl)N1CCN(c2ccccn2)CC1	i	1	-6	i	-2	i	i	i	i	i	8

# Some of these compounds in order of length of the SMILES, lowest first.
structure	KCNQ1 inh	GSK3 alpha inh	hERG rescue	KCNK9 inh	DYRK1A inh	PolyA inhibitor	RGS4 act	RGS4 block	KCNQ1 pot	KCNK3 inh	GSK3B inh
CCCNc1cc(C)oc(=O)c1C(=O)CC	i	1	-5	i	2	i	i	i	i	i	-1
CCOC(=O)c1[nH]c2ccccc2c1N=CN(C)C	i	0	-1	i	7	i	i	i	i	i	-2
COc1ccccc1-c1cc(C(=O)Nc2cc(C)on2)no1	i	x	-8	i	2	i	i	i	i	i	2
COC(=O)c1nn2c(C(F)(F)F)cc(-c3ccc(Br)o3)nc2c1Br	i	0	-11	i	-4	i	i	i	i	i	4
O=C(CSCC(=O)N1CCOCC1)Nc1nc(-c2ccc3c(c2)OCO3)cs1	i	1	-14	i	29	i	i	i	i	i	-1
CCOc1ccc(/C=N/NC(=O)c2nnn(-c3nonc3N)c2CN(C)C2CCCCC2)cc1	i	-11	-2	i	-4	i	i	i	i	i	2

# High-throughput results: PubChem, several laboratories
